# APOBEC3A inh – blocks human APOBEC3A ssDNA deamination | recombinant A3A, FAM/TAMRA ssDNA deamination fluorescence | AID 493011 | inhibition, % at 20 µM | hit rate 0.41% among 330,000;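 active = at least 40% inhibition at 20 µM here, with at most 30% in a related deaminase screen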;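 note: plate controls were A3A with DMSO for no effect and wells lacking A3A enzyme for full effect; some results filed as inactive read as strong as hits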
# Target sequence (P31941 whole entry, looked up): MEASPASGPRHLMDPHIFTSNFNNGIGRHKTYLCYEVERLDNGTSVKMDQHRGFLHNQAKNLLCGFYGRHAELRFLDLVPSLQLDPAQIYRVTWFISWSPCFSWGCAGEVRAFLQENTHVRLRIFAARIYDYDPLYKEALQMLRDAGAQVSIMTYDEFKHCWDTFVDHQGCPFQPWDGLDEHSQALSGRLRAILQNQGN
# NLRP3 yeast inh – blocks the NALP3 inflammasome reconstituted in yeast; Yeast reconstituted NLRP3/ASC/caspase-1, beta-gal luminescence, 24 h; inhibition, % at 10 µM; hit rate 0.39% among 330,000;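 active = inhibition of 50% or more; inactive = inhibition below 50%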;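 note: plate controls were induced DMSO wells for no effect and uninduced yeast grown without galactose for full effect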
# APOBEC3G inh – inhibitors of human APOBEC3G DNA deaminase | inhibition, % at 20 µM | recombinant A3G, ssDNA deamination FAM/TAMRA fluorescence | Q9HC16 | hit rate 0.28% among 330,000;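 active = inhibition of at least 40% at 20 µM, with no more than 30% in the related APOBEC3A deaminase screen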;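 note: plate controls were DMSO wells with A3G for no effect and wells lacking A3G enzyme for full effect; some compounds called inactive have numbers as strong as hits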
# Target sequence (Q9HC16 whole entry, looked up): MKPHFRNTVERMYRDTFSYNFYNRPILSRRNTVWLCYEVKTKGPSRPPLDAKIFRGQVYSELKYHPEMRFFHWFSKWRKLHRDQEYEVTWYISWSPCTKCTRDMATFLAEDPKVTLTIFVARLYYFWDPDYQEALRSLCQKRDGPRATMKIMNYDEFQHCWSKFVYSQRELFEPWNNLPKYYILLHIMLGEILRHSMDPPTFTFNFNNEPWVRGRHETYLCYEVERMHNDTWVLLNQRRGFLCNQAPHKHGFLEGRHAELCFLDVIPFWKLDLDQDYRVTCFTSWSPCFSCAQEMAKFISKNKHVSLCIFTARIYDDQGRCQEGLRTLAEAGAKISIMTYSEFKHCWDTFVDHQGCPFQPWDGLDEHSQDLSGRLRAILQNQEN
# hIAP inh – blocks human intestinal alkaline phosphatase. P09923. purified IAP, CDP-Star luminescence, 30 min. AID 2544. inhibition, % at 10 µM. hit rate 0.12% among 330,000;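 active = inhibition reaching a set limit with compound at 10 µM in the primary screen, cut at about 35% in these data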;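 note: plate controls were DMSO wells with enzyme for no effect and no-enzyme buffer wells for full effect; values of inactives mirror those of a sister screen read the other way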
# hIAP act – increases human intestinal alkaline phosphatase activity | hit rate 0.16% among 330,000 | purified human IAP, CDP-Star luminescence, 30 min; stronger effect = higher value; 1 = vehicle-only enzyme, 0 = enzyme-free background | P09923 | activation factor at 10 µM;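 active = activation factor of the enzyme at least 2-fold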; note: the source names both 10 and 20 µM as test concentration; values of inactives mirror those of a sister screen read the other way
# SENP1 FRET inh – SENP1 (human) catalytic domain inhibition; recombinant SENP1 catalytic domain, CyPet-SUMO1-YPet FRET cleavage; inhibition, % at 10 µM; hit rate 0.21% among 360,000; AID 624204;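 active = inhibition at least 30% at 10 µM, raw YFP signal under a set limit, fluorescence ratio 0.5 to 1.5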;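 note: 0% = enzyme with DMSO and 100% = no enzyme wells; some results filed as inactive read as strong as hits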
# Target sequence (Q9P0U3 419-644 limits assumed): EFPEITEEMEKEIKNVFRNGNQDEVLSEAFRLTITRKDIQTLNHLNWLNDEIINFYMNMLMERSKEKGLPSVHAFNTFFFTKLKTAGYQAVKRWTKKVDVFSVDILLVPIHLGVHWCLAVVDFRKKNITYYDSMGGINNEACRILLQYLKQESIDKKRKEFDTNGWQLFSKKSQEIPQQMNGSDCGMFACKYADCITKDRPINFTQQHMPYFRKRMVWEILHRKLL
#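 Controls: no-enzyme wells low, DMSO-plus-enzyme wells high control. Test system: human recombinant His6-tagged SENP1 catalytic domain enzyme. Reagent: SFCypet-SUMO1-SFYpet FRET protein substrate, 25 nM final. Doses: one dose per compound, 10 µM, 0.5% DMSO. Detection: FRET, CFP and YFP emission. Timing: 50 min reaction at room temperature.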
# beta cell repl – MIN6 beta-cell proliferation induction. MIN6 cells proliferation, ATPlite luminescence, 48 h; cells starved in 0.2% serum; 100% = growth in 10% serum. proliferation, % at 10 µM. hit rate 0.29% among 330,000;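 active = compounds whose signal lies at least 3.5 SD above the mean of all wells on their plate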;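 note: 0% = DMSO-treated cells in low-serum medium and 100% = 10% serum control; some compounds called inactive have numbers as strong as hits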
# mIAP inh – blocks mouse intestinal alkaline phosphatase; purified mouse IAP, CDP-Star luminescence, 30 min; inhibition, % at 10 µM; hit rate 0.2% among 330,000; AID 2806;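 active = inhibition of at least 40% at 10 µM in the primary screen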;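 note: plate controls were DMSO with enzyme for no effect and no enzyme wells for full effect; values of inactives mirror those of a sister screen read the other way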
# mIAP act – increases mouse intestinal alkaline phosphatase activity; muIAP, CDP-Star luminescence, 30 min; stronger effect = higher value; 1 = vehicle-only enzyme signal, 0 = enzyme-free wells; activation factor at 10 µM; hit rate 0.24% among 330,000; AID 2805;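 active = activation factor of at least 2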; note: the source names both 10 and 20 µM as test concentration; values of inactives mirror those of a sister screen read the other way
#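 Assay system: mouse IAP enzyme; reagent: chemiluminescent substrate CDP-Star; dosing: test compounds delivered from DMSO solution; schedule: 30 min at room temperature; measured by: luminescence from enzymatic CDP-Star hydrolysis; controls: DMSO-only wells and no-enzyme negative control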
# * hit, by the source's call; x = no result given. A portion of the library (hit frequency here may not be typical).
SMILES,APOBEC3A inh,NLRP3 yeast inh,APOBEC3G inh,hIAP inh,hIAP act,SENP1 FRET inh,beta cell repl,mIAP inh,mIAP act
Cc1ccc(SC(C)c2nc(-c3ccncc3)no2)cc1 (configuration not stated),-1,-7,-4,-4,1,-14,-1,4,0.96
NC(=O)c1nsc(C(=O)N(c2cccc(O)c2)C(C(=O)NC2CCCC2)c2ccc(Cl)cc2)c1N (configuration not stated),0,5,-9,-2,1,-26,2,-6,1.1
COC(=O)C1C(O)=C(C=NC2CCCCC2)C(=O)CC1(C)C (configuration not stated),-3,9,-5,14,0.86,2,-2,-7,1.1
Cc1ccc(-c2ccc(C)c(N)c2C)c(C)c1N,-5,21,-8,-7,1.1,2,0,-2,1
CCCCCC(CC(=O)NO)C(=O)NC(C(=O)N1CCCC1CO)C(C)C (configuration not stated),-6,10,-6,12,0.88,3,-4,2,0.97
COC(C[C@H](O)C[C@H](O)[C@H](C)OCc1ccccc1)OC,4,7,-3,-6,1.1,4,-6,-1,1
COCCN1C(=O)N[C@@H](c2cccc(C(F)(F)F)c2)[C@H](C(C)=O)[C@H]1C,3,4,-7,-12,1.1,-1,1,-6,1.1
CCN(CC)C(=O)c1ccc(-c2nnc(Nc3cccc(O)c3)c3ccccc23)cc1,-8,5,-5,6,0.94,0,-2,-5,1.1
Cc1ccc(C[n+]2cc(-c3ccc(Cl)cc3)n3c2CCC3)cc1,-3,4,-8,3,0.97,-2,-4,11,0.89
Cc1nnc(SCC(=O)Nc2nc(-c3ccc(F)cc3)cs2)[nH]c1=O,-1,9,-2,-2,1,0,1,6,0.94
Cc1cc(NC(=O)CSc2nc3ccsc3c(=O)n2NC(=O)c2ccccc2)no1,0,2,-2,-12,1.1,2,-2,5,0.95
O=c1cc(-c2ccc(O)cc2)oc2cc(O)cc(O)c12,0,12,-2,20,0.8,-5,-6,-1,1
CCc1ccc(C(=O)COC(=O)c2ccc(Cl)nc2)cc1,2,9,-7,-23,1.2,-3,1,-5,1
CC1CCCCN1S(=O)(=O)c1ccc2c(c1)CCN2C(=O)C1CCC1 (configuration not stated),-10,32,-7,-7,1.1,2,0,-5,1.1
CCOC(=O)C1(C)C=C(Nc2ccc(C)cc2)C(=O)N1c1ccc(C)cc1 (configuration not stated),0,14,-4,5,0.95,1,0,5,0.95
Cc1ccccc1C(=O)NNC(=O)CN1C(=O)c2ccccc2C1=O,-2,4,-7,-15,1.2,2,-2,4,0.96
COc1cc(CC(NC(C)=O)C(=O)NC2CCN(C(=O)c3ccc(C)cc3)CC2)cc(OC)c1 (configuration not stated),-3,8,-9,-7,1.1,3,-1,0,1
CCc1nnc(NC(=O)CCC(=O)Nc2ccc(Cl)cc2)s1,-4,-2,-6,-5,1,1,0,-6,1.1
CCOC(=O)C1=CN(Cc2cccc(F)c2)S(=O)(=O)N(C)C1c1ccc(F)c(Cl)c1 (configuration not stated),6,x,6,x,x,1,x,3,0.97
O=S(=O)(Nc1ccccc1)c1ccc(Oc2ncc(C(F)(F)F)cc2Cl)cc1,-3,25,-1,7,0.93,3,-6,5,0.95
C/C(=N/NC(=O)C1CC1(c1ccccc1)c1ccccc1)c1ccco1 (configuration not stated),4,3,-6,1,0.99,1,1,14,0.86
CCCOP(=O)(c1ccccc1)c1ccccc1,2,-37,1,-8,1.1,1,0,-2,1
Cc1cc(NC(=O)C(Cl)c2ccccc2)no1 (configuration not stated),-6,14,-1,28,0.72,2,-2,1,0.99
O=C(NCCS(=O)(=O)N1CCN(c2ccc(F)cc2)CC1)c1ccco1,2,14,-5,2,0.98,3,3,2,0.98
COc1ccc(OC)c(NC(=O)c2nc(S(=O)(=O)Cc3ccccc3)ncc2Cl)c1,2,-6,4,3,0.97,1,-7,7,0.93
# Carrying on.
SMILES,APOBEC3A inh,NLRP3 yeast inh,APOBEC3G inh,hIAP inh,hIAP act,SENP1 FRET inh,beta cell repl,mIAP inh,mIAP act
COc1ccc(C(=O)NC(=S)NNC(=O)c2ccc(NC(=O)C(C)C)cc2)cc1,-4,15,-3,-20,1.2,2,-1,12,0.88
CCCn1nnc(NC(=O)c2ccco2)n1,0,14,3,-22,1.2,2,3,-11,1.1
Nc1c(C(=O)Nc2ccccc2)c2nc3ccccc3nc2n1-c1ccc(O)cc1,-2,5,-6,5,0.95,-145,-4,21,0.79
COc1ccc(-c2[nH]ncc2CNCC(C)(C)N2CCOCC2)cc1F,-6,3,-9,-4,1,-2,0,5,0.95
O=C(Nc1ccccc1Br)C1CCN(S(=O)(=O)c2cccs2)CC1,-3,18,-5,0,0.99,1,1,-6,1.1
Cc1ccc2c(c1)sc1ncc(NC(=O)c3ccc(F)cc3)c(=O)n12,1,14,-8,10,0.9,x,-2,9,0.91
Cc1cc(C)n(CCSCC(=O)O)n1,-6,2,-6,9,0.91,2,-3,-10,1.1
CCN(CC)S(=O)(=O)c1cc(C(=O)N=c2sccn2C)ccc1OC,2,21,-9,-9,1.1,-2,2,-7,1.1
CC(C)(C)c1ccc(S(=O)(=O)N2CCSC2)cc1,4,-5,-1,-25,1.2,-1,-4,-11,1.1
COc1ccccc1C(=O)Nc1nnc(SCC(=O)Nc2ccc3c(c2)oc2ccccc23)s1,-6,5,-10,9,0.91,-1,-4,-1,1
C=C(C(=O)O)C(CCCCCC)C(=O)O (configuration not stated),1,10,2,9,0.91,-1,4,6,0.94
O=C(NCc1nnc(SCc2ccccc2)n1-c1ccc(F)cc1)C12CC3CC(CC(C3)C1)C2,2,5,-8,9,0.91,2,0,-6,1.1
CC(=O)c1ccc(OCC(=O)NC(=O)NC2CCCCC2)cc1,-5,0,-6,-18,1.2,1,-2,9,0.91
COc1ccc(C(C)=O)cc1CSc1nc2cc(C(=O)O)ccc2c(=O)n1Cc1ccccc1,-2,7,-3,-3,1,-2,-1,10,0.9
CCC(NC(=O)Nc1ccc(O)cc1)(C(F)(F)F)C(F)(F)F,-2,-10,-8,-16,1.2,1,-2,-17,1.2
Cc1cc(=O)oc2cc(OCC(=O)N3CCc4ccccc4C3)ccc12,-2,20,-6,-4,1,-3,-5,7,0.93
CCC(C)[C@H](NC(=O)CCn1nnc2ccccc2c1=O)C(=O)O (some centres not stated),0,20,-2,-1,1,0,-3,-6,1.1
Cc1ccccc1-n1ncc2c1CC(C)(C)CC2NC(=O)CN1CCCC1=O (configuration not stated),-2,22,1,-10,1.1,-1,1,-4,1
CC(C)NC(=O)C1CCN(c2ccc(S(=O)(=O)N3CCOCC3)cc2Cl)CC1,-6,-1,-4,-12,1.1,0,-1,-16,1.2
CCN(CC)N=Nc1ccc(S(N)(=O)=O)cc1,-1,13,-10,-6,1.1,3,0,1,0.99
COc1ccc(-n2c(C)c(C)c3c(NCCCN(C)C)ncnc32)cc1,-5,-2,-8,-36,1.4,1,-1,5,0.95
COc1cccc(NC(=O)CN2C(=O)NC3(CCCc4ccccc43)C2=O)c1 (configuration not stated),8,10,-4,2,0.98,0,-2,-10,1.1
O=C(/C=C/Nc1ccccc1C(F)(F)F)c1ccco1,-2,34,-7,3,0.97,-43,-2,7,0.93
O=C(c1ccc(OC2CCN(CCc3ccccc3)CC2)cc1)N1CCC(CO)CC1,1,20,-1,3,0.97,-3,-3,0,1
CCCCn1c(N)c(N(CCC(C)C)C(=O)CC2CCCC2)c(=O)[nH]c1=O,-2,16,-13,-2,1,-3,4,5,0.95
COc1ccc(CSc2nnc(-c3ccncc3)n2N)cc1,2,25,-2,5,0.95,4,5,0,1
CN(C1CCCC1)C1CCN(C(=S)Nc2cc(F)cc(F)c2)CC1,4,14,-3,7,0.93,2,0,-5,1

# One compound at a time, from the list above.
# COc1ccc(C(C)=O)cc1CSc1nc2cc(C(=O)O)ccc2c(=O)n1Cc1ccccc1 as listed: APOBEC3A inh = -2; NLRP3 yeast inh = 7; APOBEC3G inh = -3; hIAP inh = -3; hIAP act = 1; SENP1 FRET inh = -2; beta cell repl = -1; mIAP inh = 10; mIAP act = 0.9
# O=C(NCc1nnc(SCc2ccccc2)n1-c1ccc(F)cc1)C12CC3CC(CC(C3)C1)C2 as listed: APOBEC3A inh = 2; NLRP3 yeast inh = 5; APOBEC3G inh = -8; hIAP inh = 9; hIAP act = 0.91; SENP1 FRET inh = 2; beta cell repl = 0; mIAP inh = -6; mIAP act = 1.1

# As a working copy, 15 of the compounds above:
SMILES,APOBEC3A inh,NLRP3 yeast inh,APOBEC3G inh,hIAP inh,hIAP act,SENP1 FRET inh,beta cell repl,mIAP inh,mIAP act
COc1ccc(C(=O)NC(=S)NNC(=O)c2ccc(NC(=O)C(C)C)cc2)cc1,-4,15,-3,-20,1.2,2,-1,12,0.88
CCCn1nnc(NC(=O)c2ccco2)n1,0,14,3,-22,1.2,2,3,-11,1.1
Nc1c(C(=O)Nc2ccccc2)c2nc3ccccc3nc2n1-c1ccc(O)cc1,-2,5,-6,5,0.95,-145,-4,21,0.79
COc1ccc(-c2[nH]ncc2CNCC(C)(C)N2CCOCC2)cc1F,-6,3,-9,-4,1,-2,0,5,0.95
O=C(Nc1ccccc1Br)C1CCN(S(=O)(=O)c2cccs2)CC1,-3,18,-5,0,0.99,1,1,-6,1.1
Cc1ccc2c(c1)sc1ncc(NC(=O)c3ccc(F)cc3)c(=O)n12,1,14,-8,10,0.9,x,-2,9,0.91
Cc1cc(C)n(CCSCC(=O)O)n1,-6,2,-6,9,0.91,2,-3,-10,1.1
CCN(CC)S(=O)(=O)c1cc(C(=O)N=c2sccn2C)ccc1OC,2,21,-9,-9,1.1,-2,2,-7,1.1
CC(C)(C)c1ccc(S(=O)(=O)N2CCSC2)cc1,4,-5,-1,-25,1.2,-1,-4,-11,1.1
COc1ccccc1C(=O)Nc1nnc(SCC(=O)Nc2ccc3c(c2)oc2ccccc23)s1,-6,5,-10,9,0.91,-1,-4,-1,1
C=C(C(=O)O)C(CCCCCC)C(=O)O (configuration not stated),1,10,2,9,0.91,-1,4,6,0.94
O=C(NCc1nnc(SCc2ccccc2)n1-c1ccc(F)cc1)C12CC3CC(CC(C3)C1)C2,2,5,-8,9,0.91,2,0,-6,1.1
CC(=O)c1ccc(OCC(=O)NC(=O)NC2CCCCC2)cc1,-5,0,-6,-18,1.2,1,-2,9,0.91
COc1ccc(C(C)=O)cc1CSc1nc2cc(C(=O)O)ccc2c(=O)n1Cc1ccccc1,-2,7,-3,-3,1,-2,-1,10,0.9
CCC(NC(=O)Nc1ccc(O)cc1)(C(F)(F)F)C(F)(F)F,-2,-10,-8,-16,1.2,1,-2,-17,1.2
